# Lipid storage S3: qHTS Assay for Lipid Storage Modulators in Drosophila S3 Cells; 0.64% of 320,000 active; Drosophila S3 cells, BODIPY lipid droplet fluorescence, 18-24 h; cells fed with added oleic acid; AID 2685, 2010; Potency in µM for hits, for the others lipid storage change, negative = inhibition, % at the top dose, mostly 46.1 µM; active = well fitted inhibition curve with a large enough effect in the signal ratio, with a control signal flat, not every such curve was filed as active; inconclusive = small, poorly fitted or top-dose-only effect, or effect the other way, or a change in a side signal; the % refers to the signal ratio
#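 Laser-scanning cytometry quantifies lipid droplet accumulation (500–530 nm total intensity; droplet/cell object ratio) in oleic acid-fed (400 uM added) Drosophila S3 cells treated with a concentration series. 20 uM Triacsin C defined 100% inhibition.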
# Lipid storage S3 cell count max: second read-out of Lipid storage S3, no call of its own (marks repeat the call); cell number change, %; measured here: cell count max response;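 cells counted by Cell Tracker Red CMTPX staining in the red channel; peak over a dose series mostly up to 46.1 µM; percent activity relative to internal control wells on each plate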
# An asterisk follows results filed as active; i = inactive; ? = inconclusive; · = no result given. % is scaled to controls: 0 for no effect and ±100 for the full control effect; potency is read from the fitted curve at half-maximal effect. This is a subset; rates above refer to the full screens.
Molecule	Lipid storage S3	Lipid storage S3 cell count max
CCCN(C(=O)Cc1c(C(=O)O)n(C)c2ccccc12)c1cccc(C)c1	1%	2
Cc1c(-c2ccccc2)nc2ccccc2c1C(=O)Oc1ccc([N+](=O)[O-])cc1	1%	-10
Cc1ccc(OCc2cc(C(=O)N3CCCC3)no2)cn1	i	15
CC(=O)Nc1ccc(S(=O)(=O)NCC2CCC(C(=O)NC3CCCCCC3)CC2)cc1 (stereo not drawn)	?	·
[O-][n+]1onc2c1CCC(=N/O)/C2=N\Nc1ccccc1	?	·
COc1ccc(NC(=O)C2CCCN(c3ncnc4onc(-c5ccc(F)cc5)c34)C2)cc1 (stereo not drawn)	i	-5
COc1ccc(CCNC(=O)C2CCCN2C(=O)Nc2ccc(F)cc2)cc1OC (stereo not drawn)	?	·
CC(C)(C)c1ccc(-c2c(C#N)c(N)nc3c2CCCC3)s1	-14%	5
CCC(=O)c1ccc(OCCn2cnc3ccccc32)cc1	?	·
Cc1c(Cl)c([N+](=O)[O-])nn1CCCC(=O)Nc1c(C)n(C)n(-c2ccccc2)c1=O	-1%	-1
COc1ccc(/C=C(/NC(=O)c2ccco2)C(=O)N2CCCCC2)cc1	?	·
O=C(NC1CCN(Cc2ccccc2)CC1)c1cncc(Br)c1	-8%	-18
CN1CCN(S(=O)(=O)c2ccc(C(F)(F)F)cc2)C(c2ccccc2)C1 (stereo not drawn)	?	·
COc1ccc(-c2[nH]n(-c3ccc([N+](=O)[O-])cc3)c(=O)c2C=NCCN2CCNCC2)cc1	-22%	5
O=C(N/N=C/c1ccc(N2CCCCC2)o1)c1ccccc1[N+](=O)[O-]	?	·
C#CCOCCOCCOCCNc1nc(N2CCN(C(=O)Cn3cc(CCCCN)nn3)CC2)nc(N2CCN(C(=O)[C@H](CCCCN)n3cc(CCCC)nn3)CC2)n1	?	·
COc1ccccc1-c1nc(C#N)c(N2CCc3ccccc3C2)o1	?	·
COc1cc(CCC(=O)NCC2CCCO2)cc(OC)c1OC (stereo not drawn)	-6%	-28
O=C(NCc1ccc2c(c1)OCO2)c1ccc(S(=O)(=O)N2CCOCC2)cc1	-2%	-5
COCCN(C(=O)COC(=O)CCCOc1ccc(OC)cc1)c1c(N)n(Cc2ccccc2)c(=O)[nH]c1=O	?	·

# Among those listed so far, these contain a cyano group.
Molecule	Lipid storage S3	Lipid storage S3 cell count max
CC(C)(C)c1ccc(-c2c(C#N)c(N)nc3c2CCCC3)s1	-14%	5
COc1ccccc1-c1nc(C#N)c(N2CCc3ccccc3C2)o1	?	·

# Carrying on:
Molecule	Lipid storage S3	Lipid storage S3 cell count max
COc1cccc(Cc2n[nH]c(=S)n2Cc2ccco2)c1	?	·
N#CCSc1nc2sccc2c(=O)n1-c1ccccc1	i	17
COc1ccc(NS(=O)(=O)c2ccc3oc(SC(C)C(N)=O)nc3c2)cc1 (stereo not drawn)	?	·
NC(=O)C1CCN(C(=O)COc2ccc3c4c(c(=O)oc3c2)CCC4)CC1	?	·
COc1cc(/C=C/C(=O)OCC(=O)N2CCC(C)CC2)ccc1O	20%	25
O=C(NCc1ccc(Cl)cc1)c1ccccc1Oc1ccccc1	?	·
CC(=O)c1ccc[n+](CC(=O)NC(C)c2ccccc2)c1 (stereo not drawn)	-6%	-2
Cc1ccc(NC(=O)C2CCCN2C(=O)OCc2ccccc2)c(O)c1 (stereo not drawn)	?	·
O=C(NNc1ncc(C(F)(F)F)cc1Cl)c1c(Cl)cccc1Cl	15%	-3
Cc1ccc(C)c(NC(=O)CCC(=O)NN=C2CCCC2)c1	?	·
Cc1cc(NC(=O)CN2C(=O)C3CC=CCC3C2=O)no1 (stereo not drawn)	?	·
COC(=O)c1cc2c(ccn2C)n1C	3%	16
CCCCCSc1nnc(N)s1	?	·
O=C(CSc1nc(C2CC2)nc2ccccc12)Nc1ccccc1Cl	?	·
CCOc1ncccc1C(=O)OCC(=O)Nc1ccc(-c2nc3ccc(C)cc3s2)cc1	?	·
O=C(NCc1cccc(Cl)c1)c1ccco1	i	·
Cc1ccc(-n2nc3ccc(NC(=O)/C=C/c4ccco4)cc3n2)cc1C	?	·
CC(C)COC(=O)C(N)C(C(=O)OCC(C)C)c1ccccc1 (stereo not drawn)	16%	-13
CC(=O)C(C)n1c(CN2CCN(C(=O)c3ccco3)CC2)nc2c1c(=O)n(C)c(=O)n2C (stereo not drawn)	i	17
O=[N+]([O-])c1cc([N+](=O)[O-])c(Oc2c(F)cc(F)cc2F)cc1NN1CCCCC1	?	·
Cn1c(SCC(=O)NC2CCCCC2)nnc1-c1cc2cc(Cl)ccc2o1	-10%	0
Oc1c(N=NC(=S)Nc2ccccc2F)c2ccccc2n1Cc1ccccc1F	?	·
Nc1nnnn1CC(=O)N/N=C/c1cccs1	-10%	2
O=C(O)CCC(=O)NN1C(=O)c2ccccc2NC1c1ccco1 (stereo not drawn)	-3%	-1
Cc1nc(N2CCN(c3ccccc3)CC2)nc2c1C(=O)CC(C)C2 (stereo not drawn)	?	·
CC1=C(C(=O)Nc2cccnc2)C(c2ccc(C(C)C)cc2)n2ncnc2N1 (stereo not drawn)	6%	0
N#CC1=C(N)C(C#N)(C#N)[C@H](c2c(F)cccc2F)[C@H]2CC3(CC=C12)OCCO3	?	·
CS(=O)(=O)N1CCc2cc(C(=O)Nc3ccc(COCC(F)(F)F)cc3)ccc21	i	4
C#CCn1c(C)cc(C)c(S(=O)(=O)c2ccccc2)c1=O	?	·
CC(=O)Nc1ccc(NC(=O)CN(c2ccccc2Cl)S(C)(=O)=O)cc1	5%	6
Cc1cc(S(=O)(=O)N2CCC(NC(=O)C34CC5CC(CC(C5)C3)C4)CC2)ccc1-n1cnnn1	?	·
Cc1cccc(CS(=O)(=O)Cc2ccc(C(=O)NCc3ccccc3)o2)c1	i	·
COc1ccc2c(c1)c(=O)oc1c(C)c(OC(C)C(=O)NCC3CCC(C(=O)O)CC3)ccc12 (stereo not drawn)	4%	12
O=C(NC1CC1)C1=C[C@@H](c2csc3ccccc23)C[C@@H](OCCCCO)O1	3%	-3
CCCCC(=O)Nc1ccc(C(=O)NCC(=O)OC)cc1	i	·
CC(C)c1cccc(C2=CC(=O)C[C@H](c3ccc(F)cc3)C2)c1	10%	-2
Cc1ccc(C)c(OC(=O)c2cccnc2)c1	23%	1
NC1=NC(=O)C(CC(=O)c2ccc(Cl)cc2)S1 (stereo not drawn)	4%	-2
C/C(N)=C(/C#N)C(=O)COC(=O)CCC1CCCC1	?	·
CCCCn1c(-c2ccccc2)nnc1-c1ccccc1	?	·

# Reprinted at random: 6 entries already listed
Molecule	Lipid storage S3	Lipid storage S3 cell count max
COc1ccc2c(c1)c(=O)oc1c(C)c(OC(C)C(=O)NCC3CCC(C(=O)O)CC3)ccc12 (stereo not drawn)	4%	12
Oc1c(N=NC(=S)Nc2ccccc2F)c2ccccc2n1Cc1ccccc1F	?	·
CCCCn1c(-c2ccccc2)nnc1-c1ccccc1	?	·
Cc1cccc(CS(=O)(=O)Cc2ccc(C(=O)NCc3ccccc3)o2)c1	i	·
Cc1ccc(C)c(OC(=O)c2cccnc2)c1	23%	1
CC1=C(C(=O)Nc2cccnc2)C(c2ccc(C(C)C)cc2)n2ncnc2N1 (stereo not drawn)	6%	0

# Carrying on:
Molecule	Lipid storage S3	Lipid storage S3 cell count max
Cc1nc2ccc(S(=O)(=O)N(C)CC(=O)NCc3ccc4c(c3)OCO4)cc2s1	?	·
O=S(=O)(c1ccc(-c2cc(C(F)(F)F)on2)s1)N1CCCC1	4%	-2
O=C(Nc1nc2ccc(Br)cc2s1)c1ccco1	?	·
CS(=O)(=O)CCC(C(=O)OCc1ccc(Cl)cc1)N1C(=O)c2ccccc2C1=O (stereo not drawn)	?	·
COc1ccc([C@H]2CC(=O)C=C(/C=C/c3ccc(Cl)cc3)C2)cc1	?	·
CCN(CC)CCOc1c(Br)ccc2c1sc1nc3n(c(=O)c12)CCC3	27%	14
Cc1nn(Cc2ccc(F)cc2)c(C)c1NC(=O)c1nn(C)cc1Cl	4%	6
COc1ccc(OCc2cccc(C(=O)Nc3ccc(CN4CCCCC4)cc3)c2)cc1	9%	-9
COc1ccccc1NC(=O)C[n+]1ccccc1C	?	·
CC(C)CN(C(=O)COC(=O)CCCc1c[nH]c2ccccc12)c1c(N)n(Cc2ccccc2)c(=O)[nH]c1=O	?	·
COC(=O)CN1C(=O)C(O)(CC(=O)c2ccccc2)c2ccccc21 (stereo not drawn)	?	·
Cc1ccc(/C=N/NC(=O)c2nnn(-c3nonc3N)c2CN(C)C)o1	?	·
CCO[C@H]1OC(C(=O)N2CCCCCCC2)=C[C@@H](C2CCCCC2)[C@@H]1CCCO	-9%	-1
CCN(CC)CC(O)COCCC12CC3CC(CC(C3)C1)C2 (stereo not drawn)	?	·
Cn1c(SCc2ccc(F)cc2)nnc1-c1ccncc1	?	·
Cc1ccc(OCC(=O)Nc2cccc(S(=O)(=O)NC3=NCCCCC3)c2)cc1C	-28%	14
O=C(C(Sc1ccccc1)c1ccccc1)N1CCN(c2ccccc2F)CC1 (stereo not drawn)	?	·
Cc1ccc(C(=O)OC(C)C(=O)NC2CCCCC2C)s1 (stereo not drawn)	?	·
O=C(CCNC(=O)c1ccc(Br)cc1)NCCCc1ccccc1	?	·
CC(c1ccccc1)n1c(N2CCN(C)CC2)nc2c1c(=O)[nH]c(=O)n2C (stereo not drawn)	i	34
CSc1ncccc1C(=O)N1CCN(S(=O)(=O)c2ccc(F)cc2)CC1	10%	-1
COc1ccc(CC(=O)Nc2nc3ccc(F)cc3s2)cc1S(=O)(=O)N1CCOCC1	?	·
CCN(CC)c1nc2n(c(=S)n1)CCS2	?	·
CN(C)CCCNC(=O)c1ccc(=O)[nH]n1	14%	-6
O=C1c2ccccc2S(=O)(=O)N1Cc1ccccc1[N+](=O)[O-]	?	·
CC1CCc2c(sc3ncnc(NCCN4CCOCC4)c23)C1 (stereo not drawn)	15%	9
CCCCNC(=O)Cn1c(=O)c2c(ncn2CC)n(Cc2ccccc2)c1=O	?	·
CCc1ccc(NC(=O)[C@H](Cc2c[nH]c3ccccc23)NC(=O)[C@@H]2Cc3ccccc3CN2)cc1	?	·
Cc1cccc(C)c1NC(=O)c1cn(-c2ccccc2)nc1-c1ccccc1	?	·
CN(C)CCCNC(=S)N(CCCO)Cc1cc2cc3c(cc2[nH]c1=O)OCO3	?	·
CCOC(=O)CN1C(=O)COc2ccc(C(C)(C)C)cc21	28%	19
CC1=C(C(=O)OC2CCCCC2)C(c2cccc([N+](=O)[O-])c2)NC(=O)N1 (stereo not drawn)	?	·
CS(=O)(=O)c1ccc(Cl)c(NC(=O)COC(=O)c2cccc(C#N)c2)c1	i	·
COC(=O)c1c(NC(=O)Cc2cccs2)sc(C)c1C	?	·
C/C(=N\NC(=O)c1nn(C)c(C)c1Br)c1ccc(NC(=O)c2ccc(C)s2)cc1	24%	-1
O=c1[nH]c2cc([N+](=O)[O-])c(NCCO)c([N+](=O)[O-])c2[nH]1	?	·
COC(C[C@H]1O[C@H]1[C@@H](O)[C@@H](C)OCc1ccccc1)OC	?	·
Cc1sc(NC(=O)CSC2=NCCS2)nc1-c1ccccc1	?	·
Fc1ccccc1/C=C1\CCCC2=C1NC(=S)NC2c1ccccc1F (stereo not drawn)	?	·
Fc1cccc(/C=N/Nc2ccccn2)c1	2%	·
O=C(N1CCOCC1)N1CCN(C(=O)N(c2ccccc2)c2ccccc2)CC1	?	·
O=C(NCCCn1ccnc1)c1ccc(Cl)s1	-4%	·
COc1cc(/C=C2\SC(=S)N(Nc3ccccc3)C2=O)ccc1O	?	·
Cc1cc(C)n2ncc(C(=O)NCCc3ccccc3)c2n1	?	·
Cc1cc(C)nc(Nc2cccc(Cl)c2)n1	17%	-15
CS(=O)(=O)c1ccc(C(=O)Nc2cc(-c3ccccc3)nn2-c2ccccc2)cc1	?	·
O=C(NC(=S)Nc1nc2ccc(F)cc2s1)c1ccco1	1%	5
NS(=O)(=O)c1ccc(NC(=O)COC(=O)CNC(=O)C23CC4CC(CC(C4)C2)C3)cc1	?	·
CCCn1c(N)c(C(=O)CN(C)CC(=O)Nc2ccc(C)cc2)c(=O)[nH]c1=O	?	·
Cc1cnc(C)c(N2CCN(Cc3nc(-c4ccc(C)o4)oc3C)CC2)n1	?	·
Cc1ccc2nc(N(CCCN(C)C)C(=O)c3cc(-c4cccs4)nc4ccccc34)sc2c1	?	·
O=C(COc1ccccc1Cl)N1CCN(c2ncccn2)CC1	11%	-3
COc1ccc(N2CC(NC(=O)Nc3ccccc3)CC2=O)cc1 (stereo not drawn)	8%	16
CCOc1ccc(C(=O)NCCC(=O)N2CCC3(CC2)NCCc2[nH]cnc23)cc1	?	·
O=C(Nc1ccc(Cl)cc1F)c1ccc(COc2c(F)c(F)c(F)c(F)c2F)o1	?	·
CN(C)S(=O)(=O)c1ccc(C(=O)Nc2ccccc2C(=O)NCCCN2CCOCC2)cc1	12%	-4
Cc1ccc(C)c(CNc2ccc(S(=O)(=O)N3CCCCC3)cc2)c1	i	·
CSc1nc2sc3c(c2c(=O)n1C)CCCC3	?	·
